KinaseGlo FLuc: counter-screen: inhibitors of Kinase-Glo firefly luciferase. Q27757. Kinase-Glo luciferase, ATP luminescence, 8 min. Potency, µM (top dose mostly 38.3 µM), for inactives: top-dose activity change, negative = inhibition, actives largely listed as inhibitors. hit rate 0.28% among 200,000. AID 1379; note: potency is the fitted concentration of half-maximal effect; % is set by controls: 0 for no effect and ±100 for the full control effect; nearly all actives have a fitted effect of over 60% in size
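Compound is pinned into ATP-containing buffer (10 uM ATP, imidazole pH 7.2, 7 mM MgCl2). Kinase-Glo luciferase reagent is then added. Light output is recorded following an 8-min room-temperature incubation.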
HTT ATP protect: cytoprotection in Huntington HTT-Q103 PC12 cell model; PC12 HTT-Q103 induced, cytoprotection, ATP luminescence, 40 h; Potency, µM (series often up to 56.4 µM), inactives show cytoprotection (ATP increase), hits mostly activators; hit rate 0.14% among 230,000; AID 1471;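 note: potency is the fitted concentration of half-maximal effect; % of control where 0% means no effect; nearly all actives have a fitted effect of over 45% in size; toxic huntingtin expression switched on by the ecdysone agonist tebufenozide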
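Quantitative HTS on tebufenozide-induced (100 nM) PC12 cells expressing HTTQ103 exon 1–GFP; compounds tested as a concentration series; survival measured via cellular ATP.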
IMPase Li inh: cell-permeable IMPase inhibitors with lithium potentiation. CHO-M1 cells, IP1 TR-FRET (IP-One), carbachol + lithium. Potency, µM (series often up to 59.4 µM), for inactives: at the highest dose activity, negative = IMPase inhibition, actives largely listed as inhibitors. hit rate 0.35% among 210,000. AID 1457;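 note: IP1 builds up when IMPase is blocked and the TR-FRET signal falls; potency is the fitted concentration of half-maximal effect; plate controls were basal vehicle for no effect and high inhibitor control for full effect; nearly all actives have a fitted effect of over 50% in size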
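Lithium-sensitised IP1 accumulation assay; M1-expressing CHO cells treated 30 min at 37C with compound. Competitive antibody detection by time-resolved FRET followed a 10 min room-temperature lysis step.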
HTT aggregate: mutant huntingtin aggregation inhibition | PC12 HttQ103-GFP aggregates, Acumen cytometry, 40 h | Potency, µM (highest dose often 46.1 µM), without a hit: at the top dose activity change, negative = inhibition, actives largely listed as inhibitors | hit rate 1.1% among 220,000; note: potency is the fitted concentration of half-maximal effect; % is set by controls: 0 for no effect and ±100 for the full control effect; nearly all actives have a fitted effect of over 60% in size
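Read-out: GFP aggregate count by laser scanning cytometer (488 nm excitation, 500-530 nm emission, 1–25 µm objects >6 SD above background). Cells: PC12, inducible HTTex1-Q103-GFP, 100 nM tebufenozide; compounds titrated.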
SMN2 splice enh: enhancers of SMN2 splice variant expression; HEK293 SMN2-luciferase splicing reporter, luminescence, 30-36 h; Potency, µM (titrated, usually from 46.1 µM), inactives show at the highest dose activity change, positive = activation, hits mostly activators; hit rate 2.8% among 210,000; AID 1458; note: potency is the fitted concentration of half-maximal effect; % of control where 0% means no effect; nearly all actives have a fitted effect of over 55% in size
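qHTS luciferase splicing reporter: luminescence rises when SMN2 exon 7 is included in transfected HEK293 cells. Compound exposure lasted 30-36 h at 37C, with 4.5 mM final sodium butyrate as control, followed by a ONE-Glo read.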
LMNA splice mod: modulators of lamin A splicing; HeLa LMNA splicing GFP/RFP minigene ratio, 48 h; Potency, µM (titrated, usually from 46.1 µM), for the others: at the top dose ratio change, negative = inhibition, hits mostly inhibitors; hit rate 0.01% among 200,000; AID 1487; active = well fitted inhibition curve with a large enough effect in the signal ratio, with a control signal flat, not every such curve was filed as active; inconclusive = small, poorly fitted or top-dose-only effect, or effect the other way, or a change in a side signal; the % refers to the signal ratio; note: potency is the fitted concentration of half-maximal effect; % is set by controls: 0 for no effect and ±100 for the full control effect
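S3 HeLa cells stably expressing lamin A-EGFP splicing minigene plus DsRed2, 600 cells/well, 48 h compound exposure at 37C. Laser-scanning cytometry; analysed as GFP (500-530 nm)/RFP (575-640 nm) total intensity ratio; 0.5% DMSO vehicle.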
CBFb RUNX1 block: blocks binding between human CBF-beta and RUNX1; AID 1477; 230,000 tested, under 10 active; Potency, µM (highest dose often 59.8 µM), for inactives: top-dose activity, negative = inhibition, actives largely listed as inhibitors; Q01196+Q13951; AlphaScreen CBFb-His/RUNX1-biotin binding, biochemical; note: % of control where 0% means no effect
Target sequence (Q01196 whole entry, looked up): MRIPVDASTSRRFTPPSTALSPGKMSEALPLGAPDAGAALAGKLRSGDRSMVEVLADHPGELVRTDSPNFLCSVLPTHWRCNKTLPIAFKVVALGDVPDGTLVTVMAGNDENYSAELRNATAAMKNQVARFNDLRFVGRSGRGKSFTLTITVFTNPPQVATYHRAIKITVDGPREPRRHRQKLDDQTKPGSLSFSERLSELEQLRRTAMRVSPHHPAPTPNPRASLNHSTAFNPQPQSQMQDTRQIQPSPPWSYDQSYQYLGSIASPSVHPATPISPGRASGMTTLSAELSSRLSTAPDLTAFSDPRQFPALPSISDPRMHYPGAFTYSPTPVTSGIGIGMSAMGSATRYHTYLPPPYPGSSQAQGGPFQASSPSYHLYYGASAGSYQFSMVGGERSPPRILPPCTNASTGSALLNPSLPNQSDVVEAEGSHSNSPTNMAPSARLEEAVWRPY
Target sequence (Q13951 whole entry, looked up): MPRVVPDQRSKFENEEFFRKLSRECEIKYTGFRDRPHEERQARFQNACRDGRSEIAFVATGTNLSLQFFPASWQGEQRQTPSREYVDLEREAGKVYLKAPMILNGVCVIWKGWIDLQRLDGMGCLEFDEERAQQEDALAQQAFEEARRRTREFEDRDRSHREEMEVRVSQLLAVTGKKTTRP
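Inhibition was taken as any reduction in AlphaScreen signal from the CBF-beta–RUNX1 pair (His and biotin tags, 30 nM each), measured after compound (15 min) and bead (90 min) incubations at room temperature.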
Starred values were filed as active, the others as inactive; ? = inconclusive; nt = no result given; [ ] = dose if it differs, or a comment. Unless noted, calls come from the whole dose curve; as a rule, active = well fitted curve in the direction sought with a large enough effect; inconclusive = small, poorly fitted or top-dose-only effect, or another doubt; inactive = no such curve, though single readings can be large; an effect the other way counts as inactive or inconclusive. Compounds were not picked by outcome; overall some 4% were active at least once.

SMILES | KinaseGlo FLuc | HTT ATP protect | IMPase Li inh | HTT aggregate | SMN2 splice enh | LMNA splice mod | CBFb RUNX1 block
Cc1[nH]c2ccccc2c1C(=O)/C=C/c1ccccc1Cl | -3% | 20%[10 µM] | 10% | ? | 11µM* | ? | -14%
Cc1nn(C)cc1C1C(C#N)=C(N)N(c2ccc(F)c([N+](=O)[O-])c2)C2=C1C(=O)CCC2 (centres undefined) | -2% | nt | -5% | -11% | 4% | ? | -11%
O=S(=O)(NCCCN1CCOCC1)c1ccc2ccccc2c1 | -2% | -4%[10 µM] | 13% | 14%[9.22 µM] | nt | 7%[46 µM] | -5%
CCN1C(=O)c2cccc3c(NC(=O)c4ccc(S(=O)(=O)N(C)C)cc4)ccc1c23 | 0% | 4%[1.9 µM] | 51%[activator][38.3 µM] | 5% | 13µM* | ? | 4%
O=C(O)C1Cc2c([nH]c3ccccc23)C(c2ccc3c(c2)OCO3)N1 (centres undefined) | -1% | 3% | 2%[38.3 µM] | 19% | -1% | -2% | -2%
CC1CCCCN1S(=O)(=O)c1ccc(NC(=O)c2cccs2)cc1 (centres undefined) | -2% | -8% | 33%[38.3 µM] | -15% | -1% | -9% | 3%
FC(F)(F)c1cccc(N2CCN(c3ccc4nnc(-c5ccccc5)n4n3)CC2)c1 | 1% | -28% | 25%[38.3 µM] | 14%[9.22 µM] | -19% | 23% | 2%
CN1C(=O)NC(c2cccc(O)c2)C(C(=O)c2cccs2)C1(O)C(F)(F)F (centres undefined) | -9% | -31% | 4%[38.3 µM] | -15% | 1% | 0% | 1%
O=C1Nc2ccccc2S/C1=C/NCc1ccccc1Cl | 1% | 7% | 7% | 17% | 2% | -15%[9.22 µM] | -3%
Cc1nnc(SCC(=O)N(C(C)C)C(C)C)[nH]c1=O | -1% | 1%[10 µM] | 12% | 25%[9.22 µM] | nt | -1%[46 µM] | -16%
Cc1cc(NC(=O)NC(=O)c2ccc(F)cc2F)n[nH]1 | -7% | -72%[inhibitor] | -6%[38.3 µM] | 12% | 11µM* | -5% | 0%
N#C/C(=N\Nc1ccccc1)C(=N)N1CCCCCC1 | nt | -23%[10 µM] | nt | -11%[9.22 µM] | nt | nt | -6%
Cc1cc(C(=O)NC(C)CCC(C)C)c2ccccc2n1 (centres undefined) | 0% | -35% | 2% | -5% | -48%[inhibitor] | 4%[46 µM] | 4%
COc1ccc(OCC(=O)Nc2cccc(C(C)=O)c2)cc1 | -4% | 26% | -5%[38.3 µM] | 11% | -23% | 0% | 5%
COC(=O)c1cccc(OC(N)=O)c1 | 10% | -10% | -6%[38.3 µM] | -7% | -1% | 5% | -1%
Cc1ccc(N(C)C(=O)C2CCCN2S(=O)(=O)c2cccc3nsnc23)cc1 (centres undefined) | nt | 3%[10 µM] | nt | 16%[9.22 µM] | nt | nt | 2%
O=C(NCC1CCCO1)c1ccc(Cl)c(F)c1F (centres undefined) | -1% | -8%[10 µM] | 7%[38.3 µM] | -3% | 25% | 7% | 4%
COc1ccccc1OCC#CCSc1ncccn1 | 1% | -16% | -4% | -1% | 21% | nt | -1%
Cc1cc(N/N=C/c2ccncc2)c([N+](=O)[O-])cc1[N+](=O)[O-] | nt | -16%[10 µM] | nt | -2%[9.22 µM] | nt | nt | 7%
O=C(CCC(=O)Nc1ccc(Cl)cc1Cl)N/N=C/c1ccc([N+](=O)[O-])o1 | 1% | nt | 11% | ? | -47%[inhibitor] | ? | -15%
NC(=O)C1CCN(Cc2nc3c(Br)cc(Br)cc3c(=O)[nH]2)CC1 | -3% | -18% | -8% | 22% | -20% | ? | 0%
C=CCN1C(=O)CN=C1NCc1ccccc1 | 0% | 7% | -9%[38.3 µM] | -4% | 4% | 0% | 4%
O=C(Nc1nc2ccc(F)cc2s1)C1CCCO1 (centres undefined) | -8% | -6% | -14%[38.3 µM] | -21% | 16µM* | 3% | 4%
COc1cc2[nH]c(=O)c(C(=O)NCCCN3CCOCC3)c(O)c2cc1OC | -2% | 22%[10 µM] | 5% | -5%[9.22 µM] | nt | ? | 4%
O=C(CN1CCN(CCN2C(=O)c3cccc4cccc(c34)C2=O)CC1)c1ccc(F)cc1 | 2% | -37%[10 µM] | 30%[38.3 µM] | -15% | 0% | ? | -30%
CCC(C)n1c(SCC(=O)NC(=O)c2cccn2C)nc2ccccc2c1=O (centres undefined) | 0% | -30% | -5% | -16% | -21% | -18%[46 µM] | -24%
CCOC(=O)c1oc2c(c1C)/C(=N/O)CCC2 | 11µM* | -54%[inhibitor] | 21%[38.3 µM] | 7% | 22µM* | -13% | 7%
COc1cc(OC)c(OC)cc1C=NCC1(c2ccccc2)CCCC1 | -2% | -9% | -8%[38.3 µM] | -22% | -6% | 1% | 5%
Cc1ccc(-n2c(-c3c(-c4ccccc4)noc3C)n[nH]c2=S)cc1 | -2% | 4% | 6%[38.3 µM] | ? | -3% | -14% | 1%
CCOC(=O)C1CCN(C(=O)COC(=O)CNC(=O)c2ccc(OC)cc2)CC1 | 1% | -2% | -3% | -18% | 13% | -17%[46 µM] | 7%
COc1ccccc1CNC(=O)CN1CCC(NC(=O)c2ccccc2F)CC1 | 4% | 0% | 5%[38.3 µM] | 15% | 0% | 18% | 2%
Cn1c2c(c(=O)n(C)c1=O)C(CC(=O)Nc1ccccc1)C(=O)N2 (centres undefined) | 1% | -7%[0.074 µM] | 27%[38.3 µM] | 5µM* | 9% | 6% | 3%
CC(C)c1ccc(NC(=S)NN2CCOCC2)cc1 | -1% | 19%[10 µM] | 8% | 2% | 22µM* | -3% | -1%
O=C(N/N=C/c1c(O)n(-c2ccccc2Cl)c(=O)c2ccccc12)c1cccnc1 | -1% | -48%[inhibitor] | 16% | ? | 10% | nt | -8%
Cc1ccnc2nc(C(=O)OCCOc3ccc(Cl)cc3)nn12 | -1% | -13% | 1% | 3% | -11% | -9%[9.22 µM] | 10%
Cc1ccc(C)c(NS(=O)(=O)c2cc(C(=O)N3CCCC3)ccc2Cl)c1 | 2% | -16% | 8% | 21% | 9% | -7%[46 µM] | 0%
CNC(=S)N(CCc1ccccc1)Cc1cc2cc(OC)c(OC)cc2[nH]c1=O | 0% | -5%[10 µM] | -2% | 28% | 13% | -2% | 7%
COc1ccc(Cl)cc1C(=O)NNC(=S)NC1CCCC1 | 0% | -27% | 2% | -21% | -2% | -2%[46 µM] | 7%
CCN(CC)S(=O)(=O)c1ccc(S(=O)(=O)N2CCN(C(=O)c3ccco3)CC2)cc1 | 1% | -5%[10 µM] | 4% | -15% | 3% | -3% | -1%
CCCC1CCC(=NNC(=O)OC(C)(C)C)CC1 (centres undefined) | 0% | -26%[10 µM] | -4% | -11% | 12% | -17% | -25%
Cc1cc(C)n(C(=O)Cn2nc([N+](=O)[O-])cc2C)n1 | 2% | 12% | -10% | -12% | 16% | 2%[9.22 µM] | 11%
Cc1ccc(OCc2nnc(NC(=O)c3cccnc3)s2)cc1 | nt | 4%[10 µM] | nt | -9%[9.22 µM] | nt | nt | 11%
O=C(CSc1ccc(-c2ccccn2)nn1)NC1CCCC1 | -1% | -21% | -1% | -19% | -7% | 4%[46 µM] | ?
C1=CCC(/C=N/n2cnnc2)CC1 (centres undefined) | -1% | 15%[10 µM] | 3%[38.3 µM] | 15% | -20% | -2% | 2%
Clc1ccccc1Cn1nnc2c(N3CCOCC3)nc(C3CC3)nc21 | 0% | -7% | 1%[38.3 µM] | -24% | 3% | 1% | 6%
CCC(CC)NC(=O)Cc1ccccc1OC | -3% | -4% | 21%[38.3 µM] | 15% | -8% | 8% | -6%
O=C(CCCN1C(=O)c2cccc3cccc(c23)C1=O)NCc1ccco1 | -4% | -3%[10 µM] | 4% | -5%[9.22 µM] | nt | -4%[46 µM] | -11%
c1ccc(Cn2c(NCc3ccccn3)nc3ccccc32)cc1 | 2% | nt | 12% | 0% | -3% | -1%[46 µM] | 5%
C[C@@H]1Cc2ccccc2N1NC(=O)c1ccc(Cl)c(S(N)=O)c1 (some centres undefined) | 3%[17.1 µM] | -42%[inhibitor][17.1 µM] | 5% | ? | -10%[20.6 µM] | ? | 7%[21.7 µM]
CC(=O)c1ccc(NC(=O)c2noc(C(C)C)c2[N+](=O)[O-])cc1 | 0% | -31% | -4% | 8% | -8% | ? | -7%
Fc1cccc(F)c1CSc1nc2ccccc2[nH]1 | -7% | -52%[inhibitor] | 14%[38.3 µM] | -6% | 10µM* | -14% | 0%
CCOc1ccc(Cl)cc1S(=O)(=O)NCc1ccccn1 | -1% | -27% | 3% | 20% | 13% | -14%[46 µM] | -6%
O=C(OCn1nnc2ccccc2c1=O)c1cc(-c2ccccc2Cl)nc2ccccc12 | 6% | -16%[10 µM] | -5% | -21% | 27% | -12% | -4%
CCc1ccc2c(c1)C(O)(CC(=O)c1cccs1)C(=O)N2 (centres undefined) | 2% | 1% | 5% | ? | 11% | ? | 4%
O=[N+]([O-])c1cccc(C(=S)N2CCN(c3ccccc3F)CC2)c1 | 0% | nt | 13% | 4% | -11% | ? | -24%
O=c1c(-c2ccccc2)coc2c(CN3CCOCC3)c(O)ccc12 | -2% | 0%[10 µM] | -21%[38.3 µM] | -4% | -18% | -14% | 10%
COc1ccc(NS(=O)(=O)c2ccc(NC(=O)c3ccc(N(C)S(C)(=O)=O)cc3)cc2)cc1 | nt | 17%[10 µM] | nt | -20% | nt | ? | -4%
Cc1ccc(S(=O)(=O)NCC(=O)NC2CCCC2)cc1 | -4% | -9%[0.074 µM] | 20%[38.3 µM] | 7% | -7% | -8% | 6%

For reference, three of the compounds above.
SMILES | KinaseGlo FLuc | HTT ATP protect | IMPase Li inh | HTT aggregate | SMN2 splice enh | LMNA splice mod | CBFb RUNX1 block
CCc1ccc2c(c1)C(O)(CC(=O)c1cccs1)C(=O)N2 (centres undefined) | 2% | 1% | 5% | ? | 11% | ? | 4%
O=[N+]([O-])c1cccc(C(=S)N2CCN(c3ccccc3F)CC2)c1 | 0% | nt | 13% | 4% | -11% | ? | -24%
O=c1c(-c2ccccc2)coc2c(CN3CCOCC3)c(O)ccc12 | -2% | 0%[10 µM] | -21%[38.3 µM] | -4% | -18% | -14% | 10%

Screening results (PubChem BioAssay)
